# Screening results as filed in PubChem.
# BAP1 inh: blocks human BAP1 ubiquitin-AMC hydrolysis. 72,000 tested, 0.48% active. AID 436. activity remaining (% of control), % at 20 µM. recombinant BAP1, Ub-AMC hydrolysis fluorescence kinetic; stronger effect = lower value. Q92560;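 active = activity remaining at or below 50% of control, provided the compound also passes the data quality filters; inactive = the rest, including low values that fail the filters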;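 note: 100% = DMSO wells rate and 0% = substrate alone blank rate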
# Target sequence (Q92560 whole entry, looked up): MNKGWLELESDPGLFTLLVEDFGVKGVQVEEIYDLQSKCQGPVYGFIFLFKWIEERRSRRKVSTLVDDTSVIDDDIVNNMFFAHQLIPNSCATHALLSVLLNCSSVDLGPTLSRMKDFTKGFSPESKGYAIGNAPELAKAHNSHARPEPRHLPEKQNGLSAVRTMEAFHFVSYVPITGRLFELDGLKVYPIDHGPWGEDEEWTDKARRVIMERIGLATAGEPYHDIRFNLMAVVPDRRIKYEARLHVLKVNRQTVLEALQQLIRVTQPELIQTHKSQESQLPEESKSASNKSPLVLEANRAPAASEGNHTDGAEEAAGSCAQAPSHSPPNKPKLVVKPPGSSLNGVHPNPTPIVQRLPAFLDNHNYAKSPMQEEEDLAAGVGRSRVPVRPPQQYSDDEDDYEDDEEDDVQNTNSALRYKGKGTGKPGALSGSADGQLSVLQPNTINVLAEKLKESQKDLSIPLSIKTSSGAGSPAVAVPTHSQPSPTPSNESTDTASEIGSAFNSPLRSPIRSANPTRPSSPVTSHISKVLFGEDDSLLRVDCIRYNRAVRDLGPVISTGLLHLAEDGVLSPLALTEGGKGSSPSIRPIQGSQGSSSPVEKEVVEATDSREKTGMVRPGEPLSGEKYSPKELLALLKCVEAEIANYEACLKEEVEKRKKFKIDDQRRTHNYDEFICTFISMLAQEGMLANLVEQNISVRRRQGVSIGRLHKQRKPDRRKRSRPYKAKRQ
# HePTP inh: human HePTP phosphatase inhibition | P35236 | recombinant HePTP phosphatase activity, OD absorbance | inhibition, % at 20 µM | 110,000 tested, 0.64% active; in the data active = inhibition above about 50%;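 note: plate controls were vehicle for no effect and reference inhibitor for full effect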
# Target sequence (P35236 whole entry, looked up): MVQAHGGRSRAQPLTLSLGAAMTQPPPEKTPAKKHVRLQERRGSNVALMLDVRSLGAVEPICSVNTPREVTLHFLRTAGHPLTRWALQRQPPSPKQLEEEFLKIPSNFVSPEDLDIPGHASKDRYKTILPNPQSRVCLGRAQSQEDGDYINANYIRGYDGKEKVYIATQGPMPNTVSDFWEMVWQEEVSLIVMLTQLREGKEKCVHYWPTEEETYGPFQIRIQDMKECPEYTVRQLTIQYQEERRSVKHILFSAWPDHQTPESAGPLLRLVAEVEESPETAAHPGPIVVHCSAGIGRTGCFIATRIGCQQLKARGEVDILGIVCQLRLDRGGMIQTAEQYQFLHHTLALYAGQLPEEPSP
# Starred values were filed as active, the others as inactive; x = not tested or not shown; & = joins results of further samples.
Molecule	BAP1 inh	HePTP inh
O=C1CC(c2ccc(Cl)cc2)CN1C(=O)Nc1ccccc1 (stereo not drawn)	x	0.1
CSc1ccc(C(C(C(=O)c2cccs2)N2CCOCC2)N2CCOCC2)cc1 (stereo not drawn)	96.5	5.6
O=C(Cn1nc(-c2ccc(Cl)cc2)ccc1=O)NCCN1CCOCC1	106.8	6.4
O=C(NCc1ccco1)C1CC(=O)N(CCc2ccccc2)C1 (stereo not drawn)	106.9	9.9
O=C(NC1CCCc2ccccc21)C1CCCN(S(=O)(=O)c2cnc[nH]2)C1 (stereo not drawn)	96.3	-1.8
C=C(C)COc1ccc(-c2nc(N)nc(C)c2Oc2ccccc2OC)c(O)c1	89.0	5.9
COc1ccc(NC(=O)C2(C)CC3C=CC2C3)cc1 (stereo not drawn)	x	6.2
O=C1CCCC2=C1C(c1ccc(O)cc1)Nc1ccccc1N2 (stereo not drawn)	x	-15.1
O=C(O)c1ccccc1NC1=C(Cl)C(=O)N(c2ccc(Cl)cc2)C1=O	x	5.8
CCOC(=O)c1c(NC(=O)c2nn3c(c2Cl)NC(c2cccs2)CC3C(F)(F)F)sc2c1CCC2 (stereo not drawn)	x	7.1
Cc1cc2ccccc2c(=O)n1CC(=O)NCC1COc2ccccc2O1 (stereo not drawn)	79.2	8.1
Cc1occc1-c1nnc(SCC(=O)Nc2ccccc2N2CCCCC2)n1C	109.0	8.0
O=C(Cc1ccc(Cl)cc1)NCc1cccnc1	x	1.0
O=[N+]([O-])c1ccc2c(c1)C1C=CCC1C(c1ccc(Cl)cc1)N2 (stereo not drawn)	x	-3.6
COc1ccc(-c2nc3ccccc3nc2N2CCOCC2)cc1	x	9.4
Fc1ccc(NC(=S)Nc2ccc(Oc3ccccc3)cc2)cc1	x	6.2
CCOC(=O)C1C(=O)C=C(/C=C/c2ccco2)CC1c1ccccc1 (stereo not drawn)	x	18.0
CC1(C)CC(=O)C=C(NCC2CCNCC2)C1	x	6.9
O=C(Nc1nnc(/N=C/c2ccco2)s1)c1ccc(F)cc1	94.6	12.0
O=C(/C=C/c1ccco1)Nc1ccc(Br)cn1	x	-3.3

# Quoted from the listing:
# Fc1ccc(NC(=S)Nc2ccc(Oc3ccccc3)cc2)cc1 in HePTP inh → 6.2
# CCOC(=O)C1C(=O)C=C(/C=C/c2ccco2)CC1c1ccccc1 (stereo not drawn) in HePTP inh → 18.0
# Cc1cc2ccccc2c(=O)n1CC(=O)NCC1COc2ccccc2O1 (stereo not drawn) in HePTP inh → 8.1
# O=C(NC1CCCc2ccccc21)C1CCCN(S(=O)(=O)c2cnc[nH]2)C1 (stereo not drawn) in HePTP inh → -1.8

# Next part:
Molecule	BAP1 inh	HePTP inh
Cc1ccc2nc3c(cc(C(=O)NCC4CCCO4)n3C)c(=O)n2c1 (stereo not drawn)	x	-8.7
C=CCOc1ccc(Cl)cc1C=C1C(=O)NC(=O)NC1=O	x	2.7
Cc1nn(Cc2ccccc2)c(C)c1C(=O)OCC(=O)c1cc(C)n(C2CC2)c1C	x	2.8
CC(=O)OCC(=O)[C@@]1(O)CC[C@H]2[C@@H]3CCC4=CC(=O)C=C[C@]4(C)[C@@]3(Cl)[C@@H](Cl)C[C@@]21C	79.6	1.3
O=C(NCCCN1CCOCC1)c1ccc(CS(=O)(=O)c2cccc(C(F)(F)F)c2)o1	87.2	3.7
O=C(CSc1ccc2nnc(-c3ccc(Cl)cc3)n2n1)N1CCCC1	93.9	-20.2
Cc1c(C(=O)NCc2ccccc2Cl)oc2c1C(=O)CCC2	107.8	7.2
COc1ccc(/C(C)=N/N2C(=O)c3ccccc3C2=O)cc1	x	8.0
CCS(=O)(=O)c1nc2ccc([N+](=O)[O-])cc2s1	x	6.3
CCOc1ccc(N2C(=O)CC(NCc3ccc(S(N)(=O)=O)cc3)C2=O)cc1 (stereo not drawn)	x	-4.9
Cc1c(C(=O)OC(C)C)sc(NC(=O)c2ccc(Br)o2)c1C(=O)OC(C)C	x	-0.6
O=C(O)COc1ccccc1/C=N/NC(=O)/C(=C\c1ccc2c(c1)OCO2)NC(=O)c1ccccc1	x	11.3
CCOc1ccccc1C(=O)Nc1nnc(CC)s1	118.1	10.2&-5.9
Cc1ccc(N2CCN(C(=O)c3ccccc3Br)CC2)c(C)c1	88.0	13.3
O=C(CN1CCOCC1)Nc1ccc(S(=O)(=O)NC2CCCCC2)cc1	98.6	2.5
Cn1c(=O)c2c(nc(NCc3ccco3)n2Cc2ccc(Cl)cc2Cl)n(C)c1=O	73.5	8.4
CCOC(=O)CSc1nnc2c3ccccc3n(C)c2n1	x	-12.3
Nc1cc(N)c(OCC(F)(F)F)cc1OCC(F)(F)F	104.9	3.8&1.9
CS(=O)(=O)Nc1cccc(C(=O)CC2(O)C(=O)Nc3ccc(Br)cc32)c1 (stereo not drawn)	82.1	10.4
O=c1[nH]cnc2c1C(c1ccc(Cl)cc1)c1c(nc[nH]c1=O)O2	x	5.0

# A draw from above in order of SMILES length, highest first:
Molecule	BAP1 inh	HePTP inh
CC(=O)OCC(=O)[C@@]1(O)CC[C@H]2[C@@H]3CCC4=CC(=O)C=C[C@]4(C)[C@@]3(Cl)[C@@H](Cl)C[C@@]21C	79.6	1.3
O=C(NCCCN1CCOCC1)c1ccc(CS(=O)(=O)c2cccc(C(F)(F)F)c2)o1	87.2	3.7
CS(=O)(=O)Nc1cccc(C(=O)CC2(O)C(=O)Nc3ccc(Br)cc32)c1 (stereo not drawn)	82.1	10.4
CCOc1ccc(N2C(=O)CC(NCc3ccc(S(N)(=O)=O)cc3)C2=O)cc1 (stereo not drawn)	x	-4.9
O=c1[nH]cnc2c1C(c1ccc(Cl)cc1)c1c(nc[nH]c1=O)O2	x	5.0
O=C(CN1CCOCC1)Nc1ccc(S(=O)(=O)NC2CCCCC2)cc1	98.6	2.5

# Remaining list, next part
Molecule	BAP1 inh	HePTP inh
Cc1ccc(-c2nnn(CC(=O)N(CC3CCCO3)C(C(=O)NC(C)(C)C)c3ccc(F)cc3)n2)o1 (stereo not drawn)	100.0	-3.1
CCCCS(=N)(=O)CCC(N)C(=O)O (stereo not drawn)	102.5	x
O=C(O)CCC(=O)CCC(=O)c1ccccc1	99.4	1.4
CCN1C=CC(=C2C(=O)c3ccccc3C2=O)C=C1	79.5	-5.3
CCOc1ccccc1N1CCN(C(=O)/C=C/c2ccc(C(C)(C)C)cc2)CC1	x	-3.1
c1ccc(-c2nc(-c3ccncc3)no2)cc1	144.7	8.2
COc1ccccc1C(=O)Nc1c2c(nn1-c1ccc(C)cc1)CSC2	139.6	x
Cc1ccc(NC(=O)CSc2nnc(Cn3cnc4ccccc43)o2)cc1	96.7	4.5
Cn1ccnc1SCc1ccc(C(=O)O)cc1	x	-10.7
CCn1c(SCC(=O)NCc2cccs2)nnc1-c1ccncc1	99.8	6.1
Cc1ccc(C)c2[nH]c(=O)c(CCNC(=O)C(C)(C)C)cc12	93.9	6.9
COc1ccc2[nH]c(=O)c(CN(Cc3cccs3)S(=O)(=O)c3cccc4nsnc34)cc2c1	55.1	11.8
O=S1(=O)C=C(N2CCCCC2)c2ccccc21	126.3	2.0
CCOC(=O)CSc1nc(N2CCOCC2)c2c(c1C#N)CC(C)(C)N(C)C2	125.2	9.2
COc1ccccc1C(=S)N1CCOCC1	x	0.6
COc1ccc(Cl)cc1NC(=O)c1ccoc1C	95.1	2.1
O=C(CCS(=O)(=O)c1ccc(Br)s1)N1CCc2ccccc21	105.6	-1.8
Cc1ccc(N=Cc2ccccc2O)cc1F	x	5.9
Cc1ccc(N(C(C)C(=O)Nc2ccc3c(c2)OCO3)S(C)(=O)=O)cc1 (stereo not drawn)	105.2	-3.5
CCOC(=O)c1ccc(CS(=O)c2ccc(Cl)cc2)o1 (stereo not drawn)	102.7	6.1
CCOC(=O)C1(Nc2nccs2)Sc2ccccc2NC1=O (stereo not drawn)	95.1	-2.2
CN(C)CCN1C(=O)C(=O)/C(=C(/O)c2ccccc2)C1c1ccc2c(c1)OCO2 (stereo not drawn)	x	-2.5
O=[N+]([O-])c1ccc(C2CNC(c3ccccc3O)O2)cc1 (stereo not drawn)	x	13.0
O=C(Nc1cc(Cl)cc(Cl)c1)c1cccnc1	x	8.1
Cc1ccc(-c2nnc3ccc(SC(C)C(=O)O)nn23)cc1 (stereo not drawn)	87.2	-1.9
O=C(c1cc2ccccc2c(=O)o1)N1CCCc2ccccc21	97.9	1.8
O=C(Nc1cccc(-c2nc3ccccc3s2)c1)c1ccncc1	x	9.9
CCCC(=O)C1=C(N(C)c2ccccc2)CC(C)(C)C(C(=O)OC)C1=O (stereo not drawn)	87.4	9.0
O=C(Nc1ccc(Cl)c(Cl)c1)Nc1nnc(CCc2ccccc2)s1	x	9.9
NC(=O)c1ccc(NC(=O)C2CCCC2)cc1	x	7.5
Cc1cc(C)n(-c2nc(NCCO)c3c4c(sc3n2)CCCC4)n1	198.3	3.5
COc1cc(/C=N/n2nnnc2N)ccc1O	79.0	6.1
CC(=O)N1CCc2cc(S(=O)(=O)NC(CC(C)C)C(=O)Nc3cc(C)ccn3)ccc21 (stereo not drawn)	93.1	-13.6
CC(C)Cc1nnc(NC(=O)CSc2ncn[nH]2)s1	109.1	x
CC1=NN(c2ccc(Cl)c(Cl)c2)C(=O)/C1=C/c1cccc([N+](=O)[O-])c1	x	1.7
N/C(=N\OC(=O)COc1ccc2ccccc2c1)c1ccccn1	x	-4.7
COc1ccc(CCNC(=O)CSc2nc3ccccc3s2)cc1OC	x	-2.9
COc1cc(C=C2C(=O)NC(=S)NC2=O)cc(Br)c1O	x	-3.7
O=C(C1CCN(S(=O)(=O)N2CCC3(CC2)OCCO3)CC1)N1CCOCC1	84.2	-11.1
CCC1=NN2C(=N)/C(=C/c3ccc(-c4ccc(F)c(Cl)c4)o3)C(=O)N=C2S1	x	-15.5
CCOc1cc(C=C2C(=O)NC(=O)NC2=O)ccc1OCc1ccc(Cl)cc1	x	5.5
COc1cc(C=NN2CCN(Cc3ccc(C)cc3C)CC2)cc(Br)c1O	x	6.3
CN1CCN(Cc2cc(COCc3ccccc3)c3cccnc3c2O)CC1	106.2	10.9
CC(C)(C)n1nnnc1C(c1cccc(C#N)c1)N1CCCc2ccccc21 (stereo not drawn)	93.1	7.3
COc1ccc(Cl)cc1C(=O)Nc1cc(C)cc(C)n1	x	-2.8
CN1C(CC(=O)Nc2ccc(Br)cc2)c2ccccc2CC1(C)C (stereo not drawn)	x	12.4
Cc1ccc(OCC(=O)Nc2nc(-c3ccccc3)cs2)c(C)c1	x	-4.3
OC1CCCN(c2c3c(nc4cc(-c5cccc(Cl)c5)nn24)CCC3)C1 (stereo not drawn)	x	6.4
COc1ccc(C2C3C(=O)N(c4ccc(Br)cc4)C(=O)C3N3CCCN23)cc1 (stereo not drawn)	x	0.3
Cc1ccc(NC(=O)CSc2nnc(Cn3c(=O)sc4ccccc43)n2C)cc1	89.7	1.4
COc1ccc(C(C)NC(=O)c2ccc(OC)c(OC)c2)cc1 (stereo not drawn)	x	-6.2
CC(=C\c1ccccc1)/C=C1/SC(=Nc2ccc(F)cc2)NC1=O	x	3.6
Cc1cccc(NC(=O)C(=O)NCc2ccccc2Cl)c1C	x	6.8
Cc1ccc(C)c(NC(=O)C2CC(O)CN2C(=O)OC(C)(C)C)c1 (stereo not drawn)	92.0	2.2
O=C(/C=C/c1ccc2c(c1)OCO2)c1ccncc1	x	1.2
Cc1cc(C)c(NC(=O)CS(=O)CC(=O)NCC2CCCO2)c(C)c1 (stereo not drawn)	91.0	6.6
N#CC1=C(N)NC(SCc2ccccc2)=C(C#N)C12CCCCC2	75.1	3.7
CCNc1nc(NCC)nc(Nn2cnnc2)n1	94.8	7.6
Cc1cc(C)nc(NS(=O)(=O)c2ccc(NC(=O)CSc3nnnn3-c3ccccc3)cc2)n1	x	-4.6
COc1ccc(CNCc2ccc([N+](=O)[O-])cc2)c(OC)c1	x	8.6

# Following part:
Molecule	BAP1 inh	HePTP inh
Cc1ccc(N2C(=O)c3ccccc3C2Nc2cccnc2)nc1 (stereo not drawn)	101.0	11.5
FC(F)(F)c1ccccc1Nc1nccs1	108.4	2.9
CCOC(=O)c1[nH]c2ccc(OC)cc2c1NC(=O)c1nonc1C	102.0	10.1
CCOCCOC(=O)c1ccc(NC(=O)c2ccc([N+](=O)[O-])cc2)cc1	x	-1.6
Cc1cc(C(=O)NCc2cccnc2)ccc1[N+](=O)[O-]	x	-6.8
CC(c1ccccc1)N1C(=O)/C(=C/c2cccc([N+](=O)[O-])c2)SC1=S (stereo not drawn)	x	0.3
CN(C)CCN1C(=O)C(=O)/C(=C(/O)c2ccccc2)C1c1ccc(F)cc1 (stereo not drawn)	x	-14.6
COc1ccc(NC(=O)Nc2ncn(Cc3cccc(C(F)(F)F)c3)n2)cc1OC	78.7	13.4
O=S(=O)(Nc1ccc(Br)cn1)c1ccccc1	x	-12.5
C=CCSC1=N/C(=C\c2ccc(C)o2)C(=O)S1	x	4.7
Cc1ccc(O)c(-c2cc(C(=O)Nc3ccc(S(=O)(=O)N4CC(C)OC(C)C4)cc3)[nH]n2)c1 (stereo not drawn)	98.6	-7.3
COc1cc(Sc2ccc(C)cc2)c(OC)cc1N	98.6	-1.1
CCOc1ccc(N2CC(C(=O)NCc3ccc(F)cc3)CC2=O)cc1 (stereo not drawn)	113.3	9.0
CC(NC(=O)C1CCC1)c1ccc2c(c1)OCO2 (stereo not drawn)	x	-8.8
Cc1cc(C)cc(-n2c(=O)c3sccc3n(CC(=O)NCc3ccco3)c2=O)c1	103.8	10.4
CCOC(=O)c1c(NC(=O)CN2C(=O)S/C(=C\c3ccccc3)C2=O)sc2c1CCCC2	x	5.9
O=C(O)c1ccc2c(c1)N(Cc1cccc(F)c1)C(=O)CS2	80.4	5.8
CCC(C)NC(=O)c1cnn2c1NC(c1ccc3c(c1)OCO3)CC2C(F)(F)F (stereo not drawn)	99.7	1.1
